GPR151 ag = activators of human GPR151 | Q8TDV0 | PathHunter beta-arrestin GPR151 cells, luminescence | activation, % at 11.2 µM | 1% of 650,000 active | AID 1508602; in the data active = activation above about 4.9%;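 note: 0% = median of compound wells and 100% = cells with positive control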
Target sequence (Q8TDV0 whole entry, looked up): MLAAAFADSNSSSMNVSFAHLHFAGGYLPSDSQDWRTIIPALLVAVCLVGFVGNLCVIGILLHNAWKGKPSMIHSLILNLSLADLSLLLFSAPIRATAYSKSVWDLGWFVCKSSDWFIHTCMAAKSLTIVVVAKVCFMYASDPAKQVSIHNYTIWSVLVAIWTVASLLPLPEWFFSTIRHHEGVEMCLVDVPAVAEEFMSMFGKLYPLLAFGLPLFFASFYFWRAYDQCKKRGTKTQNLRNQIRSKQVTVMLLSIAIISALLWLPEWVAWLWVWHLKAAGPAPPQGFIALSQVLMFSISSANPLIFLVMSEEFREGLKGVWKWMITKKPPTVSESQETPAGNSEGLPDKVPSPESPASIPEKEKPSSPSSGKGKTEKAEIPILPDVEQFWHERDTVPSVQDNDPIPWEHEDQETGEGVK
TEAD-YAP inh = TEAD-YAP interaction inhibition; AID 1259422; inhibition, % at 9.12 µM; 1.4% of 640,000 active; HEK-TIYL cells, TEAD-Gal4/YAP UAS-luciferase luminescence; in the data active = inhibition above about 32%;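 note: 0% = median of test compound wells and 100% = reference inhibitor wells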
MITF inh = inhibitors of human MITF; O75030; AlphaScreen MITF homodimerization, bead proximity signal; inhibition, % at 2.6 µM; 0.91% of 650,000 active; in the data active = inhibition above about 50%;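 note: 0% = vehicle wells with protein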
Target sequence (O75030 whole entry, looked up): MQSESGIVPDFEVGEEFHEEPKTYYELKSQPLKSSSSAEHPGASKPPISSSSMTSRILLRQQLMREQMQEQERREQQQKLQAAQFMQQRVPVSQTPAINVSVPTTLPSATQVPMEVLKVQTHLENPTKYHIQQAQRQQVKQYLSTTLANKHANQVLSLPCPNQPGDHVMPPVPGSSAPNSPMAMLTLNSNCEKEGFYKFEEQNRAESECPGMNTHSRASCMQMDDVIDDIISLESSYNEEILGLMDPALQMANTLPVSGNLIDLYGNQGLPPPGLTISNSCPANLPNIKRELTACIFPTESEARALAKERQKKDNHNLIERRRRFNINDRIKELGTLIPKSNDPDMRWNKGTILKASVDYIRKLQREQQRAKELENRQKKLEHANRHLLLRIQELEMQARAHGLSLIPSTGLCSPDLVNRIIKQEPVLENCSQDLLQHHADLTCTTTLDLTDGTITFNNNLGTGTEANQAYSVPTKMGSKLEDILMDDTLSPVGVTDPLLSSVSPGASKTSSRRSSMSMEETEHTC
FBW7 activator = activators of human E3 ligase FBW7. Q969H0. AlphaScreen FBW7–phospho-cyclin E peptide binding, activator screen. normalized activity (activation), % at 26.1 µM. 0.13% of 650,000 active. AID 1259310; in the data active = normalized activity above about 1.9%;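 note: purified mutant Fbw7 with reduced substrate affinity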
* marks the source's active call; other numbers are inactive results; x = no result given.

SMILES | GPR151 ag | TEAD-YAP inh | MITF inh | FBW7 activator
CC(=O)c1ccc(NC(=O)CSc2nc3ccc(NC(=O)c4ccccc4C(=O)N4CCOCC4)cc3s2)cc1 | 0.0 | -13 | 7 | 0.7
CCc1ccccc1NC(=O)c1ccc(F)c(S(=O)(=O)N(C)Cc2ccccc2)c1 | 1.9 | 1 | 4 | 0.2
CCCCOCC(O)CN(CCO)CC(O)Cn1ccc2ccccc21 (stereo not given) | -0.1 | -2 | -8 | 0.6
COC(=O)c1c(NC(=O)c2ccccc2Br)sc2c1CCC2 | 1.1 | -2 | -10 | 0.0
O=C(COc1ccc(Cl)cc1)Nc1cc(C(F)(F)F)ccc1N1CCOCC1 | 1.2 | -2 | -12 | 0.1
CCOC(=O)c1nnn(-c2nonc2N)c1-c1cccc2ccccc12 | 0.3 | 3 | 3 | 0.0
C/C(=N\NC(=O)c1cc(C)oc1C)c1cccc([N+](=O)[O-])c1 | -1.4 | -32 | 10 | 0.3
COc1cccc(NC(=O)C2C3C=CC4(O3)C2C(=O)N(C2CCCCCCC2)C4C(=O)NC2CCCCC2C)c1 (stereo not given) | 1.1 | 3 | 14 | 0.0
O=[N+]([O-])c1ccc(C2Nc3ccc(Cl)cc3C(c3ccccc3)O2)cc1 (stereo not given) | -0.1 | -9 | -5 | -0.1
CCN(CC)C(=O)C1CCCN(c2nc(NCCN3CCOCC3)c3ncn(C(C)C)c3n2)C1 (stereo not given) | -1.2 | 7 | -2 | 0.0
N#CC1=CNc2ccccc2N=C1N | 1.0 | -7 | 4 | 0.7
CC1=C(C(=O)OC2CCCC2)C(c2cccc3ccccc23)C2=C(CC(c3ccc(Cl)cc3)CC2=O)N1 (stereo not given) | -0.2 | 0 | -1 | 0.4
COC(=O)c1ccc(C(=O)N2CCc3c(cnc(C)c3CNC(=O)CSC)C2)cc1 | 1.1 | 11 | 0 | -0.2
CC1(C)CC(=O)C2=C(C1)N(c1cc(C(F)(F)F)ccc1Cl)C(N)=C(C#N)C2c1ccc([N+](=O)[O-])cc1 (stereo not given) | 2.5 | 7 | 11 | 0.0
Cc1cc(NC(=O)CN2C(=O)/C(=C\c3cccs3)SC2=S)no1 | 1.2 | -4 | -8 | 0.0
O=C(O)c1cccc(NC(=S)N/N=C/c2ccco2)c1 | 2.0 | 14 | -4 | 0.0
c1ccc(-c2nnc(-c3cccnc3)nc2-c2ccccc2)cc1 | 0.7 | 3 | -1 | -0.1
COc1ccc(C2CC(=O)C3=C(C2)NC(C)=C(C(=O)OC2CCCCC2)C3c2ccc(OC)c(Br)c2)cc1 (stereo not given) | 0.6 | -10 | -12 | 0.0
CCCCNC(=O)c1ccc2c(c1)[nH]c(=S)n1c3ccccc3nc21 | -1.3 | -5 | 0 | 0.1
COc1ccccc1OCCn1cc(/C=C2/C(=N)N3N=C(Cc4ccccc4)SC3=NC2=O)c2ccccc21 | 1.0 | -12 | 9 | 0.2
CNC(=S)N1CCn2cccc2C1c1cc(OC)c(OC)c(OC)c1 (stereo not given) | 1.5 | -16 | 8 | 0.0
Cc1cc(C)n2c(SCc3ccc(C(=O)c4ccccc4)cc3)nnc2n1 | 1.2 | 6 | 17 | 0.1
Cc1cc(C(=O)N/N=C2\CC(=O)c3ccccc32)c(C)o1 | -0.9 | -26 | 8 | -0.2
CCCCOc1ccc(C(C)NC(=O)CC2Sc3ccccc3NC2=O)cc1 (stereo not given) | -0.6 | -1 | 5 | 0.0
CCCCSc1nnc2c(n1)OC(c1ccc(O)c(OC)c1)Nc1ccccc1-2 (stereo not given) | 2.0 | -28 | 15 | 0.2
CCc1ccc2nc3sc(C(=O)Nc4nc(C)cs4)c(N)c3cc2c1 | 0.7 | -5 | -15 | -0.1
CCc1ccc(N(CC(=O)NCC2CCCO2)C(=O)CCC(=O)Nc2nccs2)cc1 (stereo not given) | 0.8 | 5 | -2 | -0.2
O=C(Cn1cnc2c(cnn2-c2ccccc2Cl)c1=O)N1CCCc2ccccc21 | 2.0 | 16 | -3 | -0.2
Cc1ccc(S(=O)(=O)N(C)/N=C/c2ccc(Br)s2)cc1 | 0.8 | -5 | -8 | 0.0
COc1ccc(N2CCN(C(=O)Cn3ncn4cccc4c3=O)CC2)cc1 | -0.8 | 11 | 21 | 0.7
C/C(=N\NC(=O)c1n[nH]c2c1CCCC2)c1ccc(O)cc1 | -0.7 | 24 | 6 | -0.1
CCn1c(C)nc(I)c1Cl | 0.2 | 16 | 6 | 0.1
COc1ccc(CNC(=O)c2ccc(Cn3c(=S)[nH]c4ccsc4c3=O)cc2)cc1 | 0.9 | 2 | -5 | -0.3
O=C(CCn1c(=S)[nH]c2cc3c(cc2c1=O)OCO3)NCc1ccc2c(c1)OCO2 | -1.6 | -10 | -1 | 0.3
COc1cc2c(cc1OC)C1C(C(=O)N(C)C3CCCCC3)c3ccccc3C(=O)N1CC2 (stereo not given) | 0.3 | 0 | -14 | -0.1
CC(C)c1ccc(OCC(=O)N2CCc3ccccc3C2)cc1 | 0.0 | 5 | 6 | 0.2
O=C(N[C@H]1C[C@H]2C(=O)N3CCC[C@@H]3C(=O)N2C1)c1cccc(Cl)c1 | -0.3 | -8 | 12 | 0.8
O=C(COC(=O)Cc1ccccc1[N+](=O)[O-])NC(=O)Nc1ccc2c(c1)OCCO2 | -1.1 | -2 | -2 | -0.2
COc1ccc(-c2cc(=O)c3ccc(C)cc3o2)cc1 | 0.9 | -23 | -16 | 0.0
CC(C)(C)n1nc2c(c1NC(=O)C1CCCC1)CS(=O)(=O)C2 | 2.6 | 8 | 9 | 0.6
Cc1cc(=O)[nH]c2nnc(SCC(=O)Nc3cccc(Cl)c3)n12 | -0.9 | 0 | 0 | -0.1
Cc1cccc(NC(=O)c2cc(S(=O)(=O)N3CC(C)CC(C)C3)ccc2F)c1C (stereo not given) | 0.4 | -6 | 6 | 0.1
N#CC1=C(N)C(C#N)(C#N)C(c2cccs2)C2CSCC=C12 (stereo not given) | -0.2 | 0 | -3 | -0.2
CCOC(=O)c1sc(NC(=O)C(C)Sc2nnc(CNC(=O)Cc3ccccc3)n2C)c(C(=O)OCC)c1C (stereo not given) | -1.1 | 1 | 0 | 0.3
Cc1cc(C)cc(NC(=O)CN(c2ccccc2C)S(C)(=O)=O)c1 | -0.4 | 2 | 14 | 0.2
COc1cccc(/C=C/C(=O)c2c(O)cc(C)oc2=O)c1 | -0.1 | -23 | 13 | -0.1
CC1(C)C2CC=C(COCC(O)CN3CCN(S(=O)(=O)c4ccccc4)CC3)C1C2 (stereo not given) | -0.4 | -4 | 4 | 0.1
CC(=O)NS(=O)(=O)c1ccc(NC(=O)C2CCCO2)cc1 (stereo not given) | 0.4 | -9 | -5 | -0.1
CCOc1cc(C2NC(=O)N(CC)C(C)=C2C(=O)OC)cc(Br)c1O (stereo not given) | 1.4 | -6 | -8 | 0.1
C/C(=N\N=C1\NC(=O)CS1)c1cccc2ccccc12 | -0.6 | -36 | 1 | -0.1
O=C(CN1C(=O)CCC1=O)Nc1nc2c(Cl)ccc(Cl)c2s1 | -0.3 | -3 | 12 | 0.1
Cc1ccn(C(=O)COc2ccc(Br)cc2C)n1 | 0.2 | 3 | -9 | -0.2
COc1ccc(-n2nc3cc(C)c(NC(=O)c4ccccc4[N+](=O)[O-])cc3n2)cc1 | -0.1 | -18 | -7 | 0.1
O=C(CN1C(=O)C2C3C=CC(C3)C2C1=O)N1CCN(c2ncccn2)CC1 (stereo not given) | 1.1 | 2 | 2 | 0.1
CCOC(=O)C1CCN(C(=O)/C=C/c2ccccc2)CC1 | -0.5 | -44 | -2 | -0.3
Cc1cccc(NC(=O)C(=O)N/N=C/c2ccccc2I)c1 | -0.3 | 1 | 8 | 0.3
Cn1ccnc1SCc1cc(=O)c(OC(=O)/C=C/c2ccc3c(c2)OCO3)co1 | 1.4 | -7 | -9 | -0.3
Cc1occc1C(=O)N/N=C/c1cc(Br)ccc1F | -4.2 | -40 | 19 | 0.0
CCCNc1cc(-c2ccc(C(=O)NC3CC3)cc2)nc(N)n1 | -1.2 | -22 | 8 | 0.4
O=c1c2ccccc2nc2scc(-c3ccccc3)n12 | 0.4 | 14 | 11 | 0.2

New compounds follow
SMILES | GPR151 ag | TEAD-YAP inh | MITF inh | FBW7 activator
COC(C(=O)Nc1ccnn1C1CCN(Cc2cccnc2)CC1)c1ccccc1 (stereo not given) | -0.2 | 5 | 10 | 0.1
COc1cc2cc(C(=O)NC3CCS(=O)(=O)C3)cc(-c3ccc(C)cc3)c2cc1OC (stereo not given) | -0.4 | -21 | -11 | -0.3
O=C(NC1CCN(Cc2ccccc2)CC1)c1cncc(-c2ccccc2)c1 | 1.2 | 4 | 1 | 0.2
COc1ccccc1CC(=O)N(CCC#N)CCC#N | 2.3 | 6 | 7 | 0.0
CC1=C(C)C(=O)NC(Nc2nc(C)c3cc(C)cc(C)c3n2)N1 (stereo not given) | -0.9 | 4 | 4 | 0.7
CCOC(=O)Cn1c(O)c(N=NC(=O)CNC(=O)c2ccccc2OC)c2ccccc21 | -0.1 | -20 | 5 | -0.1
CC(=O)C1=C(O)C(=O)N(CCC(=O)O)C1c1cccc([N+](=O)[O-])c1 (stereo not given) | 1.8 | 4 | 8 | -0.1
CCOc1cc(C2C(C#N)=C(N)Oc3n[nH]c(-c4ccc5c(c4)OCO5)c32)ccc1OC(=O)c1ccccc1Cl (stereo not given) | 0.1 | -6 | -5 | 0.1
COc1ccc(COC(=O)C2=C(C)NC3=C(C(=O)CC(C)(C)C3)C2c2ccc([N+](=O)[O-])cc2)cc1 (stereo not given) | 0.1 | 12 | 21 | 0.2
CC1CC(=O)N(CC(=O)Nc2ccccc2)c2ccccc2S1 (stereo not given) | -0.1 | 5 | -6 | 0.0
COc1ccc(/C=C/c2cc(/C=C/c3ccc(OC)c(OC)c3)nc(-c3ccc(OC)c(OC)c3)n2)cc1OC | 0.6 | -2 | 15 | 0.1
COc1ccc(COC(=O)C2=C(C)NC3=C(C(=O)CC(C)(C)C3)C2c2coc3ccc(Cl)cc3c2=O)cc1 (stereo not given) | 0.1 | 6 | 21 | 0.1
Nc1cc(C(=O)Nc2ccc3ccccc3c2O)ccc1Cl | -1.3 | -68 | 8 | 0.5
Cc1nnc(SCC(=O)O)s1 | 0.1 | -1 | 17 | 0.0
COc1ccc(NC(=O)NC(C)c2cn(C)nc2C)c(OC)c1 (stereo not given) | -0.3 | 2 | 15 | 0.2

12 structures from above, ordered by heavy-atom count, low to high:
SMILES | GPR151 ag | TEAD-YAP inh | MITF inh | FBW7 activator
Cc1nnc(SCC(=O)O)s1 | 0.1 | -1 | 17 | 0.0
COc1ccccc1CC(=O)N(CCC#N)CCC#N | 2.3 | 6 | 7 | 0.0
Nc1cc(C(=O)Nc2ccc3ccccc3c2O)ccc1Cl | -1.3 | -68 | 8 | 0.5
CC1CC(=O)N(CC(=O)Nc2ccccc2)c2ccccc2S1 (stereo not given) | -0.1 | 5 | -6 | 0.0
CC(=O)C1=C(O)C(=O)N(CCC(=O)O)C1c1cccc([N+](=O)[O-])c1 (stereo not given) | 1.8 | 4 | 8 | -0.1
O=C(NC1CCN(Cc2ccccc2)CC1)c1cncc(-c2ccccc2)c1 | 1.2 | 4 | 1 | 0.2
COC(C(=O)Nc1ccnn1C1CCN(Cc2cccnc2)CC1)c1ccccc1 (stereo not given) | -0.2 | 5 | 10 | 0.1
COc1cc2cc(C(=O)NC3CCS(=O)(=O)C3)cc(-c3ccc(C)cc3)c2cc1OC (stereo not given) | -0.4 | -21 | -11 | -0.3
CCOC(=O)Cn1c(O)c(N=NC(=O)CNC(=O)c2ccccc2OC)c2ccccc21 | -0.1 | -20 | 5 | -0.1
COc1ccc(COC(=O)C2=C(C)NC3=C(C(=O)CC(C)(C)C3)C2c2ccc([N+](=O)[O-])cc2)cc1 (stereo not given) | 0.1 | 12 | 21 | 0.2
COc1ccc(COC(=O)C2=C(C)NC3=C(C(=O)CC(C)(C)C3)C2c2coc3ccc(Cl)cc3c2=O)cc1 (stereo not given) | 0.1 | 6 | 21 | 0.1
CCOc1cc(C2C(C#N)=C(N)Oc3n[nH]c(-c4ccc5c(c4)OCO5)c32)ccc1OC(=O)c1ccccc1Cl (stereo not given) | 0.1 | -6 | -5 | 0.1

New compounds follow.
SMILES | GPR151 ag | TEAD-YAP inh | MITF inh | FBW7 activator
CCOC(=O)C1CCN(C2CCN(c3nc(C)c4ccc(OC)cc4n3)CC2)CC1 | -0.2 | -5 | 5 | 0.0
Cc1cc(C(=O)NCC2CC(Cc3ccc(F)cc3)=NO2)nn1C (stereo not given) | 0.5 | 3 | 3 | -0.1
CCc1ccc2[nH]c(C)c(CN(CC)CC)c(=O)c2c1 | 1.3 | -2 | -17 | 0.1
COc1ccc(S(=O)(=O)CCC(=O)NCc2ccc(Cl)cc2)cc1 | -1.3 | 3 | 0 | 0.0
CCc1ccc2nc(N3CCC(C(=O)NCc4cccs4)CC3)sc2c1 | 0.4 | -40 | 6 | 0.1
CN1C(=O)C(c2c[nH]c3ccccc23)=C(c2c[nH]c3ccccc23)C1=O | 2.1 | x | -7 | x
CCc1ccccc1-n1c(SCC(=O)N2CCOCC2)nnc1-c1cccnc1 | -0.3 | 18 | 16 | 0.3
Cn1cc(C(=O)N=Nc2c(O)[nH]c3ccc(Br)cc23)ccc1=O | 0.1 | 3 | 8 | -0.2
CCC(=O)N1N=C(c2cccs2)CC1c1ccc([N+](=O)[O-])cc1 (stereo not given) | 0.0 | -8 | 4 | -0.1
O=C(Nc1ccc(C(=O)N2CCCCC2)cc1)Nc1ccc2snnc2c1 | 0.5 | 0 | 6 | 0.6
COC(=O)c1ccc(C(=O)OC)c(NC(=O)CSc2nnc(C)s2)c1 | 1.4 | -2 | 2 | -0.2
Cc1ccc(NC(=O)CCCOc2ccc(Cl)cc2Cl)c(C)c1 | 0.4 | 0 | -2 | -0.1

High-throughput results deposited in PubChem by The Scripps Research Institute Molecular Screening Center.

Rows are unselected, and some 3.5% of all compounds hit somewhere here.
